HttQ103 aggreg: inhibitors of mutant huntingtin aggregate formation in PC12 cells; AID 1688; Potency, µM (highest dose often 46.1 µM), for the others: at the top dose activity change, negative = inhibition, most hits filed as inhibitors; 220,000 compounds, 1.1% hits; PC12 HttQ103-GFP aggregates, Acumen cytometry, 40 h; note: % is set by controls: 0 for no effect and ±100 for the full control effect; nearly all actives have a fitted effect of over 60% in size
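PC12 cells stably carrying ecdysone-inducible HTT exon 1 Q103–GFP were induced with tebufenozide (100 nM final) and treated with library compounds in titration. GFP aggregates in lysates were counted by laser scanning cytometry.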
Tau fibril ThT: inhibitors of human tau fibril formation, thioflavin T binding; recombinant tau K18 P301L, heparin-induced fibrillization, ThT fluorescence; Potency, µM (titrated, usually from 57.4 µM), for the others: at the top dose activity, negative = inhibition, actives largely listed as inhibitors; 270,000 compounds, 2.1% hits; note: % is set by controls: 0 for no effect and ±100 for the full control effect; nearly all actives have a fitted effect of over 55% in size
Target sequence (P10636 561-689 P618L limits assumed): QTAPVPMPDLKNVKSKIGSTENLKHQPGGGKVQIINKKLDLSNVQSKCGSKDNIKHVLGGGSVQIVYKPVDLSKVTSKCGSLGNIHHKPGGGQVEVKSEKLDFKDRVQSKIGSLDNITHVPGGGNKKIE
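Aggregation was driven by heparin (20 uM final) acting on recombinant tau […] bearing P301L in 100 mM sodium acetate pH 7; fibrils were detected with Thioflavin T.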
Tau FP inhib: tau fibrillization inhibition (FP); K18 P301L tau heparin fibrillization, Alexa594 FP, 6 h; P10636; 280,000 compounds, 0.39% hits; Potency, µM (titrated, usually from 57.7 µM), inactives show top-dose activity, negative = inhibition, most hits filed as inhibitors; AID 1468; note: % is set by controls: 0 for no effect and ±100 for the full control effect; nearly all actives have a fitted effect of over 55% in size
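FP of Alexa 594-tau after heparin (20 uM) induction. Substrate: human K18 P301L, 15 uM unlabeled, 0.24 uM labeled. Buffer 100 mM sodium acetate pH 7. 6 hr, 37 C.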
SMN2 splice up: increases expression of the SMN2 splice variant | HEK293 SMN2-luciferase splicing reporter, luminescence, 30-36 h | Potency, µM (series often up to 46.1 µM), for the others: top-dose activity change, positive = activation, usual class: activators | 210,000 compounds, 2.8% hits | AID 1458; note: % of control where 0% means no effect; nearly all actives have a fitted effect of over 55% in size
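HEK293 cells carry an SMN2 […]–luciferase reporter in which exon 7 inclusion puts luciferase in frame. Cells were plated 10-12 h before compound addition, then incubated 30-36 h at 37C. ONE-Glo luminescence was read; sodium butyrate at 4.5 mM final served as control.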
HTT ATP protect: cytoprotection in Huntington HTT-Q103 PC12 cell model | PC12 HTT-Q103 induced, cytoprotection, ATP luminescence, 40 h | Potency, µM (highest dose often 56.4 µM), without a hit: cytoprotection (ATP increase), hits mostly activators | 230,000 compounds, 0.14% hits;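 note: % of control where 0% means no effect; nearly all actives have a fitted effect of over 45% in size; toxic huntingtin expression switched on by the ecdysone agonist tebufenozide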
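PC12 cells with ecdysone-inducible HTT exon 1 Q103-GFP, induced with 100 nM tebufenozide and co-treated with library compounds in a dose series (1536-well, 1500 cells/well). Cytoprotection read as ATP content by ATPlite luminescence.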
JMJD2E inh: blocks human JMJD2E demethylase activity. 230,000 compounds, 1.6% hits. AID 2147. B2RXH2. Potency, µM (top dose mostly 57.1 µM), for the others: at the top dose activity change, negative = inhibition, most hits filed as inhibitors. JMJD2E catalytic domain, FDH-coupled NADH fluorescence (FDH is formaldehyde dehydrogenase); active = well fitted inhibition curve with a large enough effect, not every such curve was filed as active; inconclusive = small, poorly fitted or top-dose-only effect, or another doubt; inactive = no such curve, though single readings can be large or run the other way;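 note: 0% = wells with enzyme and -100% = buffer wells without enzyme; nearly all actives have a fitted effect of over 50% in size; many of its hits are not listed in these tables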
Target sequence (B2RXH2 1-337 limits assumed): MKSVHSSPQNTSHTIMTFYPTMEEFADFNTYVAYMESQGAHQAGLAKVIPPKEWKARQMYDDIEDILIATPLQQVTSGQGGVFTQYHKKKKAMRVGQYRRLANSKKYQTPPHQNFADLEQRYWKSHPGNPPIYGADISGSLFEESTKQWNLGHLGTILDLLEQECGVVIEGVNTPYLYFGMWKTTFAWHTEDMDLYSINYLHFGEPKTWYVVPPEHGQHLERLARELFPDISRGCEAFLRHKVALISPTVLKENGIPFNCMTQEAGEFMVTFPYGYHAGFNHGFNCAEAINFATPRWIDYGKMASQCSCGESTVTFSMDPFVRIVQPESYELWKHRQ
Tau fluor counter: counter-screen for tau fibril formation inhibitors. Potency, µM (top dose mostly 57.7 µM), for inactives: top-dose activity change, negative = decrease. tau K18 P301L (four-repeat tau fragment) Alexa594 fluorescence, heparin fibrillization. 280,000 compounds, 0.93% hits. AID 1463; note: % is set by controls: 0 for no effect and ±100 for the full control effect; nearly all actives have a fitted effect of over 55% in size
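Human K18 P301L tau (15 uM unlabeled plus 0.24 uM Alexa 594-labeled, final) in 100 mM sodium acetate pH 7 was mixed with compound and 20 uM heparin and incubated 6 hr at 37 C.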
ALDH1A1 block: inhibitors of human aldehyde dehydrogenase 1A1. P00352. Purified ALDH1A1, NADH fluorescence, propionaldehyde substrate. Potency, µM (doses to about 75.3 µM), for inactives: at the top dose activity, negative = inhibition, actives largely listed as inhibitors. 220,000 compounds, 7.3% hits. AID 1030; active = well fitted inhibition curve with a large enough effect, not every such curve was filed as active; inconclusive = small, poorly fitted or top-dose-only effect, or another doubt; inactive = no such curve, though single readings can be large or run the other way;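 note: plate controls were no enzyme wells and a reference inhibitor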
Target sequence (P00352 whole entry, looked up): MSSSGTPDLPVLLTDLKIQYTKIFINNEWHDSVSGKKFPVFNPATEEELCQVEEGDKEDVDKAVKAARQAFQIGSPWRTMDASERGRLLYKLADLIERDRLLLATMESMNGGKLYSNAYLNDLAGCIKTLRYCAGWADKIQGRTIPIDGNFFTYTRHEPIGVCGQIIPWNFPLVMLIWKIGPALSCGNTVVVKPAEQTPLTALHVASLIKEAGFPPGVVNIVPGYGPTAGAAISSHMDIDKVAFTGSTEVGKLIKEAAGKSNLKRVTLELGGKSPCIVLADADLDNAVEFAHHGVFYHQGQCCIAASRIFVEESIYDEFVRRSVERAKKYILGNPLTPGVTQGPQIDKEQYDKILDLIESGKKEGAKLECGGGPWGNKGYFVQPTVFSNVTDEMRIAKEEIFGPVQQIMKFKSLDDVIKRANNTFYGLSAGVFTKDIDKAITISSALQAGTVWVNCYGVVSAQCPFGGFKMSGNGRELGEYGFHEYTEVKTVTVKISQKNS
* hit, by the source's call; ? = inconclusive; . = no result given; [ ] = dose if it differs, or a comment. Unless noted, calls come from the whole dose curve; as a rule, active = well fitted curve in the direction sought with a large enough effect; inconclusive = small, poorly fitted or top-dose-only effect, or another doubt; inactive = no such curve, though single readings can be large; an effect the other way counts as inactive or inconclusive. Potency is the fitted concentration of half-maximal effect.

SMILES	HttQ103 aggreg	Tau fibril ThT	Tau FP inhib	SMN2 splice up	HTT ATP protect	JMJD2E inh	Tau fluor counter	ALDH1A1 block
Cc1cc(=O)[nH]c(SCC2COC3(CCCCC3)O2)n1 (stereo not given)	-1%	-6%	0%	25%	2%	7%	-5%	?
COc1ccc(C=O)cc1OS(=O)(=O)c1ccccc1[N+](=O)[O-]	-12%	0%	3%	-20%	1%[10 µM]	2%	-7%	-7%
N#CC1=C(N)NC(SCc2ccccc2)=C(C#N)C12CCCC2	-13%	-14%	8%	-47%[inhibitor]	.	-7%	?	25µM*
COc1ccccc1C(=O)N1CCc2ccccc21	11%	3%	3%	-8%	-14%	8%	3%	?
O=C1c2ccccc2C(O)(c2ccccc2)N1c1ccncc1 (stereo not given)	10%[9.22 µM]	0%	-2%	.	5%[10 µM]	-8%	-7%	.
Cc1ccc(NCN2C(=O)c3ccccc3C2=O)c(C)c1	7%	-16%	-4%	-4%	-9%	7%	-9%	-10%
Cc1ccccc1Cc1c(C)nc2nc(SCC(=O)NC(C)c3ccccc3)nn2c1C (stereo not given)	.	-16%	-1%	-14%	.	.	-11%	.
COc1cc(-c2nnc(SCc3cc(=O)oc4cc(C)ccc34)o2)cc(OC)c1OC	?	?	2%	-9%	2%[10 µM]	-20%	-18%	6.3µM*
Cc1nc2sc(C(c3ccc(Cl)cc3)N3CCN(c4ccccc4F)CC3)c(O)n2n1 (stereo not given)	2%	-24%	10%	8%	-7%	1%	-16%	7%
Cc1cc(C)c2c(-n3cccc3)c(C(=O)NNS(=O)(=O)c3ccc(F)cc3)sc2n1	3%	-15%	2%	4%	-19%	-2%	-9%	2.2µM*
O=C(O)COc1ccccc1/C=C1\SC(=Nc2ccc(F)cc2)N(c2ccc(F)cc2)C1=O	11%	-1%	-1%	19%	-16%	5%	1%	-17%
CCC/C=C(\CCC)C(NS(C)(=O)=O)c1ccccc1 (stereo not given)	.	-2%	-3%	0%	-27%	3%	-3%	-4%
Cc1cc2ncc(C(=O)N=CN(C)C)cn2n1	2%	2%	5%	-3%	-32%[inhibitor]	-1%	2%	8%
COc1ccc(/C=C2\SC(=O)N=C2N)cc1OC	-12%	-2%	-3%	?	-10%[10 µM]	-11%	3%	8%
Cc1cc(-n2c(SCCC#N)nnc2-c2cccnc2)ccc1Cl	6%	-3%	6%	-1%	7%	-1%	-1%	3%

Results in Tau FP inhib and SMN2 splice up (5 entries from above):
mol	Tau FP inhib	SMN2 splice up
Cc1nc2sc(C(c3ccc(Cl)cc3)N3CCN(c4ccccc4F)CC3)c(O)n2n1 (stereo not given)	10%	8%
Cc1cc(C)c2c(-n3cccc3)c(C(=O)NNS(=O)(=O)c3ccc(F)cc3)sc2n1	2%	4%
O=C(O)COc1ccccc1/C=C1\SC(=Nc2ccc(F)cc2)N(c2ccc(F)cc2)C1=O	-1%	19%
CCC/C=C(\CCC)C(NS(C)(=O)=O)c1ccccc1 (stereo not given)	-3%	0%
Cc1cc2ncc(C(=O)N=CN(C)C)cn2n1	5%	-3%

Next part:
SMILES	HttQ103 aggreg	Tau fibril ThT	Tau FP inhib	SMN2 splice up	HTT ATP protect	JMJD2E inh	Tau fluor counter	ALDH1A1 block
CC(=O)c1ccc(S(=O)c2ccccc2)cc1 (stereo not given)	3%	-12%	-15%	1%	19%[10 µM]	6%	-16%	2%
CCN(CC)CC1(O)CCN(C(=O)c2ccc(Cl)c(Cl)c2)CC1	1%	-1%	-8%	-3%	-24%	-4%	-1%	-2%
CCn1c(SCC(=O)N2CCCCC2C)nnc1-c1ccc(S(=O)(=O)N2CCN(C)CC2)cc1 (stereo not given)	-9%	1%	10%	-23%	-10%	?	0%	?
COc1ccc(N2C(=O)C(CC(N)=O)N(NC(=O)c3cccc(OC)c3)C2=S)cc1 (stereo not given)	27%	-6%	-3%	1%	41%[10 µM]	-1%	-5%	24%
CC(NC(=O)C1CC12CCC2)c1ccccc1 (stereo not given)	-7%	4%	-1%	-13%	3%[10 µM]	8%	4%	3%
CCN(CC)S(=O)(=O)c1cccc(-c2nnc(-c3ccc(C)cc3)o2)c1	-11%	4%	-5%	-12%	-30%	0%	-3%	11µM*
CN(C)CCCN(C(=O)COc1ccc(Cl)cc1)c1nc2c(F)cccc2s1	-17%	10%	?	-6%	-45%[inhibitor]	7%	-21%	13%
COCCN(C(=O)CSc1ncc(C(F)(F)F)cc1Cl)c1c(N)n(Cc2ccccc2)c(=O)[nH]c1=O	14%	3%	-9%	2%	24%[10 µM]	2%	-1%	7%
COc1cc(/C=C/C(=O)O)cc(S(=O)(=O)NC2CC2)c1OC	0%	11%	2%	-10%	21%[10 µM]	6%	11%	-4%
CCN(CC)CCCNC(=O)Cn1cnc2sc(C)c(S(=O)(=O)N3CCN(c4ncccn4)CC3)c2c1=O	19%	-1%	-6%	-14%	4%	-15%	-2%	10%
COc1ccc(N(CC(=O)N2CCc3ccccc3C2)S(C)(=O)=O)cc1OC	0%	0%	3%	-17%	-1%	11%	-4%	9%
C=CCNCCCCOc1ccc(C)cc1[N+](=O)[O-]	3%	-9%	2%	.	8%	0%	-5%	6%
O=C(NC1CCCCC1)NC12CC3CC(CC(C3)C1)C2	-7%	0%	10%	2%	-15%	9%	0%	-1%
CC(C)c1ccc(NC(=O)C2CCN(S(=O)(=O)c3cccc4nsnc34)CC2)cc1	.	11%	-8%	-10%	.	.	-6%	.
O=C(CCc1ccccc1)OCC(=O)c1ccc(Br)cc1	-8%	-12%	-3%	3%	-10%[10 µM]	-1%	-6%	7%

Entries above containing a Cl atom:
SMILES	HttQ103 aggreg	Tau fibril ThT	Tau FP inhib	SMN2 splice up	HTT ATP protect	JMJD2E inh	Tau fluor counter	ALDH1A1 block
Cc1nc2sc(C(c3ccc(Cl)cc3)N3CCN(c4ccccc4F)CC3)c(O)n2n1 (stereo not given)	2%	-24%	10%	8%	-7%	1%	-16%	7%
Cc1cc(-n2c(SCCC#N)nnc2-c2cccnc2)ccc1Cl	6%	-3%	6%	-1%	7%	-1%	-1%	3%
CCN(CC)CC1(O)CCN(C(=O)c2ccc(Cl)c(Cl)c2)CC1	1%	-1%	-8%	-3%	-24%	-4%	-1%	-2%
CN(C)CCCN(C(=O)COc1ccc(Cl)cc1)c1nc2c(F)cccc2s1	-17%	10%	?	-6%	-45%[inhibitor]	7%	-21%	13%
COCCN(C(=O)CSc1ncc(C(F)(F)F)cc1Cl)c1c(N)n(Cc2ccccc2)c(=O)[nH]c1=O	14%	3%	-9%	2%	24%[10 µM]	2%	-1%	7%

New compounds follow
SMILES	HttQ103 aggreg	Tau fibril ThT	Tau FP inhib	SMN2 splice up	HTT ATP protect	JMJD2E inh	Tau fluor counter	ALDH1A1 block
CCOC(=O)C1CCN(Cc2cnc(Oc3ccc(N)cc3)s2)CC1	-10%	8%	-1%	10%	1%[10 µM]	0%	7%	-12%
CCCn1c(SCC(=O)Nc2ccccc2Cl)n[nH]c1=O	19%[9.22 µM]	-4%	8%	.	4%[10 µM]	-1%	0%	.
Cc1nnc(SCC(=O)NCc2cccs2)[nH]c1=O	-7%	-18%	-7%	10%	16%	-6%	-10%	-3%
Cc1nc(Nc2ccccc2)[nH]c(=O)c1CCC(C)C	?	1%	?	-22%	4%	4%	?	-6%
COC(=O)c1ccc(NC(=S)NC(=O)c2c(Cl)cnn2C)cc1	-20%	1%	-4%	7%	4%[10 µM]	-2%	-7%	2%
COc1ccc(N(CC(=O)Nc2ccccc2SC)S(C)(=O)=O)cc1OC	3%	-8%	1%	-8%	-5%	-5%	-4%	-9%
C[C@@]12CCC=C[C@H]1[C@H](c1ccc3ccccc3c1)N(Cc1ccccc1)C2=O	-41%[9.22 µM]	-1%	1%	.	-36%[inhibitor][10 µM]	-2%	6%	.
CCC/C(=N\NC(=O)c1ccc(CSc2nncn2C)cc1)c1ccccc1	10%	-10%	-1%	18%	.	-3%	0%	?
O=C(Cn1ncc2c1-c1ccccc1OC2)N1CCN(Cc2ccccc2)CC1	3%[9.22 µM]	-6%	3%	.	4%[10 µM]	14%	0%	.
COc1ccc(CNCCC(c2ccc(F)cc2)c2ccc(OC(C)C)cc2)cc1OC (stereo not given)	-14%[9.22 µM]	?	13%	.	16%[10 µM]	4%	-10%	.
Cc1nc(CCNC(=O)CC2C(=O)NCCN2Cc2ccoc2)nc2c1CCCC2 (stereo not given)	-14%[9.22 µM]	?	?	.	-5%[10 µM]	-8%	-6%	-10%
COc1ccccc1N1CCN(CCN(C(=O)C2CCCCC2)c2ccccn2)CC1	.	-5%	0%	-49%[inhibitor]	-2%[1.9 µM]	0%	-6%	-6%
Nc1c(C(=O)Nc2cccc(Cl)c2Cl)sc2nc(-c3cccnc3)ccc12	-8%	?	13%	13%	24%[10 µM]	3%	-20%	14%
O=C(CSc1nc(-c2ccc(F)cc2)cc(C(F)(F)F)n1)NCc1cccs1	-19%	-3%	-5%	-15%	12%[10 µM]	-27%	-10%	7%

Three entries out of the list, arranged by molar mass, rising:
SMILES	HttQ103 aggreg	Tau fibril ThT	Tau FP inhib	SMN2 splice up	HTT ATP protect	JMJD2E inh	Tau fluor counter	ALDH1A1 block
CCCn1c(SCC(=O)Nc2ccccc2Cl)n[nH]c1=O	19%[9.22 µM]	-4%	8%	.	4%[10 µM]	-1%	0%	.
CCOC(=O)C1CCN(Cc2cnc(Oc3ccc(N)cc3)s2)CC1	-10%	8%	-1%	10%	1%[10 µM]	0%	7%	-12%
Nc1c(C(=O)Nc2cccc(Cl)c2Cl)sc2nc(-c3cccnc3)ccc12	-8%	?	13%	13%	24%[10 µM]	3%	-20%	14%

Some of the compounds tested. The share of hits here may be higher or lower than overall.
